SIAE primary: human SIAE inhibitors, primary screen, biochemical, fluorescence polarization, FP-Rh probe, 1536-well HTS; SIAE FP-Rh probe binding; inhibition, % at 9.66 µM; 370,000 compounds, 0.69% hits;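 active = inhibition above a cutoff: mean of compounds within the control limits plus 3 SD of those, cut at about 17% in these data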;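 note: 0% = plate median of compound wells and 100% = probe without SIAE protein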
PRMT1 FP inh: PRMT1 methyltransferase inhibitors, primary screen, biochemical, fluorescence polarization. Protein arginine N-methyltransferase 1 (Homo sapiens), Q99873. recombinant PRMT1, activity-based probe fluorescence polarization. inhibition, % at 2.79 µM. 370,000 compounds, 1.3% hits. AID 652257, 2013;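 active = inhibition above about 21% made by adding two undisclosed values, limit read from the data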
Target sequence (Q99873 whole entry, looked up): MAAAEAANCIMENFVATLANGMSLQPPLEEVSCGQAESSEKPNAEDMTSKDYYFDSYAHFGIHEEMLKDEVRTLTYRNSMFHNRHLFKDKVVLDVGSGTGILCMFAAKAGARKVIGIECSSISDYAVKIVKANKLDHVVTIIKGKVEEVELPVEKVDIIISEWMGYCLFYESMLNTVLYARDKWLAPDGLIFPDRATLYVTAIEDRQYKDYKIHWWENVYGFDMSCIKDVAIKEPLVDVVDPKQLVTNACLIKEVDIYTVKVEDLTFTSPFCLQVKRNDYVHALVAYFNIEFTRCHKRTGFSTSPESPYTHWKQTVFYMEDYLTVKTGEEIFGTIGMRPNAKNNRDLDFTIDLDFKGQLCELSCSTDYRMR
UHRF1 binding: UHRF1 methylated DNA binding inhibitors, primary screen, counter-screen for MBD2 inhibitor project, biochemical, TR-FRET, human UHRF1, single concentration; E3 ubiquitin-protein ligase UHRF1 (Homo sapiens), Q96T88; UHRF1 binding to methylated oligo; inhibition, % at 4.4 µM; 370,000 compounds, 0.75% hits; in the data active = inhibition above about 21%;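 note: UHRF1 SRA domain binding a hemimethylated CpG hairpin DNA probe; 0% = median of test compound wells and 100% = reference inhibitor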
TDP2 absorb: human TDP2 enzyme inhibitors, primary screen, biochemical, epi absorbance, recombinant enzyme; Tyrosyl-DNA phosphodiesterase 2 (Homo sapiens), O95551; T5PNP hydrolysis, p-nitrophenol absorbance 415 nm; inhibition, % at 12.8 µM; 370,000 compounds, 0.34% hits; AID 720702, 2013;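 active = inhibition above the mean of all tested compounds plus 3 SD, set per campaign, cut at about 25% in these data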;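 note: 0% = DMSO with enzyme and 100% = buffer with substrate but no TDP2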
Target sequence (O95551 whole entry, looked up): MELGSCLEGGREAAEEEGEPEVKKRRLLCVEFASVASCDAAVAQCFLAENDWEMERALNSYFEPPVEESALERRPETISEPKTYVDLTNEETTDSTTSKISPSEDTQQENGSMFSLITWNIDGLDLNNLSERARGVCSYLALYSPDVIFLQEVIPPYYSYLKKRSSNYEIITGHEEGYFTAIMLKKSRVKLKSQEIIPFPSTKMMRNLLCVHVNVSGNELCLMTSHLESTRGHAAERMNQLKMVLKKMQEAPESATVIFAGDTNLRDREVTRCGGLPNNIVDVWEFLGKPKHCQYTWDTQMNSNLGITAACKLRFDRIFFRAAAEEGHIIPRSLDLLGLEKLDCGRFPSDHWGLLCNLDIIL
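test system = human TDP2 enzyme | input = TDP2 enzyme at 120 nM final | medium = 50 mM Tris-HCl pH 7.5 with Mg2+, KCl, DTT, BSA | also added = T5PNP substrate, 5 mM | times = 2 h at 37 °C | technique = epi absorbance | benchmarks = high control without enzyme, low control DMSO plus TDP2 | replication = each compound tested once, singlicate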
DDE Tn7 FP inh: inhibitors of Tn7 peptide binding to fibrin DD(E), primary screen, biochemical, fluorescence polarization, human fibrin, Tn7 probe. Fibrinogen beta chain (Homo sapiens), P02675. FP displacement of FITC-Tn7 peptide from fibrin DD(E); 0% = median of compound wells per plate. inhibition, % at 8.3 µM. 370,000 compounds, 0.13% hits;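 active = inhibition above the mean of compounds falling within the control limits plus 3 SD of them, cut at about 14% in these data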;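 note: 0% = plate median of compound wells and 100% = 10 µM Aha-Tn7 peptide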
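Test system – human fibrin DD(E) · Times – 10 min preincubation, 3 h with tracer, room temperature · Detection – fluorescence polarization of the labelled Tn7 tracer · Measure – percent inhibition normalized to high-control wells · Benchmarks – high control wells with 10 µM unlabelled Aha-Tn7 peptide (full inhibition) · Repeats – singlicate testing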
ABHD4 inh: ABHD4 inhibitors, primary screen, biochemical, fluorescence polarization, mouse. (Lyso)-N-acylphosphatidylethanolamine lipase (Mus musculus), Q8VD66. inhibition, % at 8.92 µM. 370,000 compounds, 0.54% hits. purified mABHD4, FP-Rh probe fluorescence polarization. AID 720543, 2013;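 active = inhibition exceeding the mean over every tested compound plus 3 SD, cut at about 30% in these data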;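 note: 0% = plate median of compound wells and 100% = S159A mutant with DMSO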
Target sequence (Q8VD66 whole entry, looked up): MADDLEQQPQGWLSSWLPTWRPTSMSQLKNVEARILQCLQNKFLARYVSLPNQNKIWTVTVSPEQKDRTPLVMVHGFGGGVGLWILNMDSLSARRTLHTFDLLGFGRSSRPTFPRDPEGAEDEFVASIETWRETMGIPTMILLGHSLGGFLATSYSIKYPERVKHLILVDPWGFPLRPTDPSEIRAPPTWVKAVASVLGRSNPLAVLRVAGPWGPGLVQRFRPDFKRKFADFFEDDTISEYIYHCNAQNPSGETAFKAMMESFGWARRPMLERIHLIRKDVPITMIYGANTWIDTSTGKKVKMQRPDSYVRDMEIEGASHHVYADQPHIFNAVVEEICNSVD
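Assay system: mouse ABHD4 enzyme, wild type / Also added: fluorescent activity-based probe FP-Rh / Doses: single nominal dose of 8.92 µM, 0.89% DMSO final / Timing: 45 min compound pre-incubation plus 60 min probe step, 25 °C / Signal: FP readout, ex 525 nm / em 598 nm / Control set: S159A mutant/DMSO as 100%, compound-well median as 0%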
TCR-CD3 inh: inhibitors of human TCR-CD3 interaction, primary screen, biochemical, fluorescence, TAMRA-labeled TCR probe | inhibition, % at 9.4 µM | AID 651800, 2012 | 360,000 compounds, 0.37% hits; in the data active = inhibition above about 19%;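 note: recombinant mutant TCR 2C K166C tagged with TAMRA read by polarization; 0% = receptor in buffer alone and 100% = receptor with positive control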
PG9 Ab binder: binders of HIV-1 gp120 antibody PG9, primary screen, biochemical, TR-FRET. TR-FRET gp120-PG9 antibody binding. inhibition, % at 6.7 µM. 360,000 compounds, 0.43% hits; in the data active = inhibition above about 8.5%
LEDGF integ inh: blockers of LEDGF/p75-dependent integrase strand transfer – biochemical, TR-FRET, high throughput, primary screen; TR-FRET IN-LEDGF/p75 DNA integration, Eu/Cy5; inhibition, % at 3.7 µM; 370,000 compounds, 0.64% hits; HIV-1 integrase (with human LEDGF/p75);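 active = inhibition above the screen-wide mean plus 3 SD, cut at about 13% in these data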;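 note: signal is the Cy5 over europium emission ratio at 671 and 618 nm; 0% = plate median of compound wells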
HTRA1 inhibitor: HTRA1 serine protease inhibitors, primary screen, biochemical, fluorescence polarization, HTS. AID 504803, 2011. recombinant HTRA1, FP-rhodamine activity-based probe. 340,000 compounds, 0.5% hits. inhibition, % at 5.96 µM. Q92743; in the data active = inhibition above about 36%;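 note: 0% = enzyme with DMSO and 100% = wells lacking enzyme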
An asterisk follows results filed as active; / = no result given.

SMILES | SIAE primary | PRMT1 FP inh | UHRF1 binding | TDP2 absorb | DDE Tn7 FP inh | ABHD4 inh | TCR-CD3 inh | PG9 Ab binder | LEDGF integ inh | HTRA1 inhibitor
C[C@@H](NC(=O)c1nc[nH]c1C(=O)N[C@@H](Cc1ccccc1)C(=O)OCc1ccccc1)c1ccccc1 | -26 | 0 | 2 | -12 | 2 | -65 | 0 | -0.1 | 4 | -18
Cc1ccc2c(nc3s/c(=C\c4ccc(-c5ccccc5C(=O)O)o4)c(=O)n32)c1C | 5 | 29* | 34* | 11 | -2 | 9 | -2 | -1.4 | 11 | -5
O=C(NC1CCN(Cc2ccccc2)CC1)c1ccccc1Cl | 2 | -3 | -1 | -4 | -6 | 1 | 5 | -1.3 | -3 | 7
COc1ccccc1C(=O)NC(=O)COC(=O)Cn1[nH]c(=O)c2ccccc2c1=O | -2 | -4 | 0 | 2 | 2 | 2 | 11 | -1.2 | 2 | -1
CC(C)c1cc(N2CCN(C(=O)c3ccco3)CC2)n2c(nc3ccccc32)c1C#N | -2 | -4 | -1 | -12 | -7 | 6 | 0 | 1.3 | 3 | -3
CC(=O)N1c2ccc(S(=O)(=O)N3CCC(C(=O)Nc4ccc(F)cc4)CC3)cc2CC1C (centres undefined) | 1 | -3 | -1 | 5 | 8 | 0 | 13 | -1.8 | 2 | 1
CCOc1cc(/C=C(\C#N)C(N)=O)ccc1OCc1c(C)no[n+]1[O-] | 5 | 0 | 0 | 10 | -1 | 7 | -4 | 0.5 | -1 | -6
O=C(CN1CCC(NC(=O)C2CCCCC2)CC1)Nc1ccccc1 | 5 | 0 | 0 | 3 | 2 | 5 | 1 | 0.0 | 3 | 9
COc1ccc(NS(=O)(=O)c2cccc(C(=O)NNC(=O)CNC(=O)c3ccc(C)cc3)c2)cc1 | 2 | -3 | -2 | 12 | -6 | -1 | -6 | 1.1 | 0 | 1
CCOC(=O)N1CCC(NC(=O)CCC(=O)N2CC(C)Oc3ccc(C)cc32)CC1 (centres undefined) | 0 | 0 | -2 | 9 | 2 | 2 | 0 | -0.4 | -2 | -3
Cc1ccc(NC(=O)C2CCCN2C(=O)NC2CCCCC2)c(C)c1 (centres undefined) | 1 | 1 | 1 | 4 | -6 | 8 | 1 | 0.8 | 2 | 9
COc1ccccc1C(=O)NCCC(=O)Nc1cccnc1 | 0 | -4 | 0 | -3 | 5 | -4 | 8 | -0.3 | -4 | 1
Cn1nc(C(=O)N2CCN(c3ccc(F)cc3)CC2)c2c1-c1ccccc1S(=O)(=O)C2 | 0 | 3 | 0 | 2 | 2 | 0 | 5 | -0.2 | 0 | 0
COc1ccc(/C=C/CN2CCC(C(=O)NC(c3ccc(F)cc3)c3ccc4ccccc4n3)CC2)cc1 (centres undefined) | -4 | -1 | 0 | -9 | -4 | -1 | 10 | 0.4 | 1 | /
CCOc1ccccc1NC(=O)c1ccccc1NC(=O)c1ccco1 | -2 | -4 | 2 | -19 | 4 | -4 | -9 | -0.1 | 4 | -15
COc1ccc(F)cc1S(=O)(=O)n1nnc2ccccc21 | -4 | 2 | 0 | 4 | -3 | 3 | 2 | -0.2 | 1 | 6
CN(C)CCNC(=O)c1ccc2nc([C@@H]3O[C@H](CO)[C@H](O)[C@H](O)[C@H]3O)[nH]c2c1 | -5 | 4 | 4 | 5 | -2 | -1 | -2 | 0.6 | -9 | /
CCn1c(SCC(=O)Nc2nc(-c3ccc(C)cc3)cs2)nnc1-c1ccccc1 | -8 | -2 | 0 | -9 | -6 | -2 | 0 | -0.9 | 0 | -2
O=C(c1cc(=O)[nH]c2ccccc12)N1CCN(c2ccccc2)CC1 | 3 | 3 | 3 | -3 | 7 | -5 | -2 | 1.9 | 4 | 5
CCN1C(=O)/C(=C\C=C2/C=CC=CN2CC)SC1=S | -10 | 9 | -2 | -3 | -1 | 6 | -12 | -23 | -3 | -7
COc1ccccc1NC(=O)COc1ccc(C(=O)NCC2CCCO2)cc1OC (centres undefined) | 7 | 2 | -1 | -5 | 3 | 3 | -2 | 1.9 | -5 | 8
COc1ccccc1NC(=O)c1c(C)cc(=O)oc1C | -2 | 0 | 1 | -9 | -4 | 5 | -2 | -3.5 | 1 | 1
COc1ccc(C(=O)NCCCc2nc3ccccc3n2Cc2cc(C)ccc2C)cc1OC | -3 | -7 | 3 | -4 | -3 | -10 | 4 | -0.6 | -3 | -16
CNS(=O)(=O)c1cccc(C(=O)OCC(=O)N2c3ccccc3CC2C)c1 (centres undefined) | -1 | 0 | -1 | -2 | 2 | -1 | -1 | -1.8 | -2 | -1
CCSc1ncc(/C=N/Nc2ccc(Cl)cc2)n1C | 13 | 7 | 4 | -9 | 3 | 8 | -6 | -2.4 | -8 | 13

The closing two entries of the part before lead into the next:
SMILES | SIAE primary | PRMT1 FP inh | UHRF1 binding | TDP2 absorb | DDE Tn7 FP inh | ABHD4 inh | TCR-CD3 inh | PG9 Ab binder | LEDGF integ inh | HTRA1 inhibitor
CNS(=O)(=O)c1cccc(C(=O)OCC(=O)N2c3ccccc3CC2C)c1 (centres undefined) | -1 | 0 | -1 | -2 | 2 | -1 | -1 | -1.8 | -2 | -1
CCSc1ncc(/C=N/Nc2ccc(Cl)cc2)n1C | 13 | 7 | 4 | -9 | 3 | 8 | -6 | -2.4 | -8 | 13
CC(CC(=O)Nc1ccc(Cl)c([N+](=O)[O-])c1)c1ccccc1 (centres undefined) | -9 | -2 | 1 | 2 | 8 | -8 | -3 | -0.4 | 0 | -18
CC(NCC(=O)Nc1ccccc1C(=O)NC1CC1)c1cccc(Cl)c1 (centres undefined) | -3 | -1 | 6 | -5 | -4 | 7 | -4 | 0.0 | -1 | 3
C/C=C/C(=O)N1CC2(CC(c3cccc(NC(=O)/C(C)=C/C)c3)=NO2)C[C@H]1C(N)=O (some centres undefined) | 5 | -1 | -2 | -8 | 10 | 3 | 1 | 0.9 | -3 | -2
O=C(COC(=O)c1ccc(N2CCCC2=O)cc1)c1ccc(OC(F)F)cc1 | 7 | 3 | 0 | 2 | -10 | -3 | -3 | 3.2 | 4 | 11
CCCN(CCC)C(=O)c1ccccc1C(=O)N(CCC)CCC | 5 | -2 | -1 | 0 | -1 | 0 | 4 | -1.6 | 5 | -1
Cc1ccc(C(C)C)cc1OCCn1cncn1 | 7 | -2 | 1 | 7 | -5 | 13 | -9 | 0.1 | 4 | 4
Cc1c(CCOC(=O)c2ccc([N+](=O)[O-])cc2)sc[n+]1CC(=O)c1ccccc1 | -3 | 2 | -3 | 3 | -1 | 2 | 5 | -1.1 | 8 | 3
CNC(CC(C)C)C(=O)NC1C(=O)NC(CC(N)=O)C(=O)NC2C(=O)NC3C(=O)NC(C(=O)NC(C(=O)O)c4cc(O)cc(O)c4-c4cc3ccc4O)C(O)c3ccc(c(Cl)c3)Oc3cc2cc(c3OC2OC(CO)C(O)C(O)C2OC2CC(C)(N)C(O)C(C)O2)Oc2ccc(cc2Cl)C1O (centres undefined) | 4 | -4 | 0 | 3 | -1 | 4 | 0 | -2.1 | -1 | 5
CC(=O)N(Cc1cc(=O)[nH]c2ccccc12)c1ccccc1C | 2 | 7 | 2 | 10 | -4 | 2 | 0 | -0.8 | -3 | 2
O=C1NCCN1C(=O)N(c1ccccc1)c1ccccc1 | -1 | -6 | -2 | 8 | -5 | -5 | 5 | 0.1 | 4 | 3
O=C(c1cccc(S(=O)(=O)N2CCOCC2)c1)N(CCc1ccccc1)Cc1ccccc1 | -4 | 4 | -1 | -4 | -1 | 2 | 2 | 0.7 | 0 | -10
CCOc1ccc(S(=O)(=O)NCc2cccs2)cc1 | -3 | -6 | -1 | 4 | -5 | -4 | -2 | -0.9 | 2 | -4
O=C(c1ccco1)N1CCN(/C(=N/S(=O)(=O)c2cccs2)c2ccccc2Cl)CC1 | 2 | -1 | 0 | 0 | -1 | 2 | 0 | -0.6 | 3 | 3
CCCCCn1c(SC(C)C(C)=O)nc2c1c(=O)[nH]c(=O)n2C (centres undefined) | -6 | -8 | 2 | -11 | -1 | 1 | 6 | -1.7 | 5 | -2
O=C(Nc1ccc(C(=O)NCCCN2CCN(c3ccc(F)cc3)CC2)cc1)C1=CSCCO1 | 5 | -4 | -2 | 4 | -6 | -3 | 6 | -3.0 | -5 | -1
Cc1c(NC(=O)Nc2ccc(C(C)(C)C)cc2)c(=O)n(-c2ccccc2)n1C | 9 | 2 | -3 | 19 | -7 | 5 | 7 | -1.9 | -1 | 5
CCOC(=O)N1CCN(C(=O)Nc2ccc3nccnc3c2)CC1 | 3 | 1 | -3 | 12 | 3 | -2 | 7 | -1.6 | -1 | -1
Cn1c(CC(=O)Nc2ccccc2)nnc1SCC(=O)c1ccccc1 | 2 | 0 | -1 | 11 | 5 | 5 | 3 | -2.7 | -2 | 1
Cc1c(N(C)S(=O)(=O)c2cccc(C(=O)NCc3cccnc3)c2)c(=O)n(-c2ccccc2)n1C | 4 | -6 | 0 | -12 | -13 | 1 | 6 | -0.7 | 2 | -2
Cc1ccc(Cc2c(-c3ccc(C)cc3)nc3ccc(Br)cn23)cc1 | -5 | 0 | 22* | 8 | 3 | 0 | 4 | 3.0 | 7 | -41
COc1cc(NC(=O)C(=O)Nc2ccc3nc4n(c(=O)c3c2)CCCCC4)cc(OC)c1OC | 13 | -1 | -2 | 2 | 5 | -3 | 4 | 0.6 | -3 | -4
CN(C)S(=O)(=O)c1ccc(C(=O)N2CCC(c3nc4ccccc4o3)CC2)cc1 | 0 | -1 | -1 | 1 | -9 | 7 | 0 | -1.4 | 1 | 1
O=C(C1CC1)N1CCc2cc(Br)cc(S(=O)(=O)NCc3ccco3)c21 | 13 | 1 | 0 | 5 | 3 | -10 | 9 | 0.6 | 1 | 1
COC(=O)[C@H]1[C@@H](C)N(Cc2ccccc2)C(=O)N[C@H]1c1ccccc1 | 1 | -2 | 0 | -3 | -8 | -4 | 2 | -0.9 | 0 | -5
CC(=O)c1ccc(OCCCC(=O)Nc2cccc(S(=O)(=O)N(C)C)c2)cc1 | 5 | 0 | 1 | -5 | -5 | -4 | -1 | 0.1 | 2 | -8
CCCCN(Cc1ccccc1)C(=O)C1CCN(Cc2sccc2C)CC1 | -4 | 5 | 4 | -12 | -2 | 4 | 3 | -1.6 | -9 | -1
